# Compound activity as filed in PubChem BioAssay.
# GC-B act: GC-B (human) receptor activation | 370,000 tested, 0.11% active | HEK293-GC-B cells, CNP EC30, cGMP TR-FRET; 0% at EC30 CNP, 100% saturating CNP | activation, % at 10 µM;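 active = activation at 10 µM reaching about 35% in either raw or pattern-adjusted values, limit read from the data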
# TDP2 inh: blocks human TDP2 phosphodiesterase activity; O95551; recombinant TDP2, T5PNP hydrolysis, p-nitrophenol absorbance 415 nm; inhibition, % at 12.8 µM; 370,000 tested, 0.34% active;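 active = inhibition above the mean of all tested compounds plus 3 SD, set per campaign, cut at about 25% in these data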;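 note: 0% = DMSO with enzyme and 100% = buffer with substrate but no TDP2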
#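 Test system: human TDP2 enzyme; Input: 120 nM TDP2 per well; Buffer or medium: Mg2+-containing Tris-HCl buffer, pH 7.5; Reagent: 5 mM T5PNP; Dosing: 12.8 µM single point, 1% DMSO; Incubation: reaction 2 h, 37 °C; Detection: p-Nitrophenol epi absorbance; Read-out: % inhibition relative to enzyme-containing and enzyme-free wells; Replicates: single well per compound.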
# TCR-CD3 inh: human TCR-CD3 binding inhibition | TAMRA-labeled TCR probe fluorescence, biochemical | inhibition, % at 9.4 µM | 360,000 tested, 0.37% active | AID 651800; in the data active = inhibition above about 19%;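 note: recombinant mutant TCR 2C K166C tagged with TAMRA read by polarization; 0% = receptor in buffer alone and 100% = receptor with positive control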
# LEDGF integ inh: blocks HIV-1 LEDGF/p75-dependent DNA integration | TR-FRET IN-LEDGF/p75 DNA integration, Eu/Cy5 | inhibition, % at 3.7 µM | 370,000 tested, 0.64% active;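 active = inhibition above the screen-wide mean plus 3 SD, cut at about 13% in these data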;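 note: signal is the Cy5 over europium emission ratio at 671 and 618 nm; 0% = plate median of compound wells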
# PRMT1 FP inh: inhibitors of human PRMT1 | Q99873 | AID 652257 | inhibition, % at 2.79 µM | 370,000 tested, 1.3% active | recombinant PRMT1, activity-based probe fluorescence polarization;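 active = inhibition above about 21% made by adding two undisclosed values, limit read from the data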
# Target sequence (Q99873 whole entry, looked up): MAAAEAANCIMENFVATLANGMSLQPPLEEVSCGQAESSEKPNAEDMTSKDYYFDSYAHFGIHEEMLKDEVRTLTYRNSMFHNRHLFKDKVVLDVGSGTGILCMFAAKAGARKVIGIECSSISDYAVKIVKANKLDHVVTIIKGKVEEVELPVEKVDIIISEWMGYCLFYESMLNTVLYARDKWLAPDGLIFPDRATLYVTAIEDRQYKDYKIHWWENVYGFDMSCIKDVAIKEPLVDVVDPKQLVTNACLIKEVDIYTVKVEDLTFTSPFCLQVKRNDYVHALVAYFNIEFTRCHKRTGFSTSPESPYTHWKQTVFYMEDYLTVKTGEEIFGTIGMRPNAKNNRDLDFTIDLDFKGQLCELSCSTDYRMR
# MBD2 DNA inh: MBD2-methylated oligo binding inhibition; inhibition, % at 4.4 µM; Q9UBB5; 370,000 tested, 0.31% active; TR-FRET, MBD2 binding to methylated oligonucleotide; AID 686964; in the data active = inhibition above about 13%
# rCAG binder: binds r(CAG) RNA repeats | inhibition, % at 3 µM | 370,000 tested, 1.3% active | r(CAG) RNA repeat, TO-PRO-1 dye displacement fluorescence | AID 651821;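 active = inhibition above the plate cutoff, the mean of all test compounds on that plate plus 3 SD, cut at about 35% in these data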;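 note: 0% = DMSO alone and 100% = 100 µM mitoxantrone as full dye displacement; higher means more dye released from RNA so lower well fluorescence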
# ABHD4 inh: ABHD4 (mouse) inhibition, primary FP screen; Q8VD66; purified mABHD4, FP-Rh probe fluorescence polarization; inhibition, % at 8.92 µM; 370,000 tested, 0.54% active; AID 720543;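 active = inhibition exceeding the mean over every tested compound plus 3 SD, cut at about 30% in these data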;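 note: 0% = plate median of compound wells and 100% = S159A mutant with DMSO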
#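 Test system: mouse ABHD4 enzyme, wild type. Reagent: FP-Rh fluorescent activity-based probe, added after compound pre-incubation. Timing: pre-incubation 45 min, probe exposure 60 min, at 25 °C. Technique: FP readout, ex 525 nm / em 598 nm. Benchmarks: high control S159A mutant with DMSO, low control median of compound wells.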
# SIAE primary: blocks human sialic acid acetylesterase; SIAE FP-Rh probe binding, fluorescence polarization; inhibition, % at 9.66 µM; 370,000 tested, 0.69% active; AID 1053197;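 active = inhibition above a cutoff: mean of compounds within the control limits plus 3 SD of those, cut at about 17% in these data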;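 note: 0% = plate median of compound wells and 100% = probe without SIAE protein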
# HTRA1 inh: blocks human HTRA1 serine peptidase | inhibition, % at 5.96 µM | AID 504803 | recombinant HTRA1, FP-rhodamine activity-based probe, fluorescence polarization | 340,000 tested, 0.5% active; in the data active = inhibition above about 36%;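 note: 0% = enzyme with DMSO and 100% = wells lacking enzyme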
# Target sequence (Q92743 whole entry, looked up): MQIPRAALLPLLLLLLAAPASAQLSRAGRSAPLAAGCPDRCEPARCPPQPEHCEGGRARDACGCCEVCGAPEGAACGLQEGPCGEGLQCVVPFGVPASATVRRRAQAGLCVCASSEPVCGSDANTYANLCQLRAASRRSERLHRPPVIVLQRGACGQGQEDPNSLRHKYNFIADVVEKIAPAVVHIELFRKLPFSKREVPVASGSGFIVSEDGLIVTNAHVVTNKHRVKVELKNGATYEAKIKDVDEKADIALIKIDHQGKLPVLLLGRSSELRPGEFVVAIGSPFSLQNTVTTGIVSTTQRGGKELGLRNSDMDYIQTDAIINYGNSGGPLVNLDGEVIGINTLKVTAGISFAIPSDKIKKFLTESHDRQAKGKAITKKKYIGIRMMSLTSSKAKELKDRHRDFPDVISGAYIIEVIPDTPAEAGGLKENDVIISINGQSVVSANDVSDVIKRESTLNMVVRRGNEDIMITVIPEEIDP
# Numbers without * were called inactive; nt = no result given; & = joins results of further samples.
# The first 6 records (preview)
# Labels used below: A = GC-B act; B = TDP2 inh; C = TCR-CD3 inh; D = LEDGF integ inh; E = PRMT1 FP inh; F = MBD2 DNA inh; G = rCAG binder; H = ABHD4 inh; I = SIAE primary; J = HTRA1 inh
> CC1CCCCN1S(=O)(=O)c1ccc(C(=O)Nc2ccccc2-c2nc3ccccc3s2)cc1 (stereo unspecified)
  A: 2	B: -10	C: 0	D: 2	E: 1	F: 1	G: 3	H: -5	I: -6	J: 0
> Cc1ccccc1-n1c(=O)cc(NCc2ccc3c(c2)OCO3)[nH]c1=O
  A: 2	B: 1	C: -1	D: 3	E: -5	F: 3	G: 4	H: 1	I: 3	J: 3
> COC(=O)c1ccc(/C=C/c2c(-c3ccsc3)sc3ccccc23)cc1
  A: 3	B: 0	C: -9	D: 2	E: 1	F: -1	G: 13	H: -3	I: 1	J: -3
> N#Cc1cccc(NC(=O)OC2CCC23CCC(c2ccccc2)CC3)c1 (stereo unspecified)
  A: -2	B: 3	C: nt	D: 0	E: 3	F: -1	G: 3	H: -34	I: -16	J: nt
> O=C(CSc1nccc(=O)[nH]1)NC1CCCCCCC1
  A: -3	B: 16	C: 4	D: 1	E: 2	F: -2	G: 1	H: 4	I: 2	J: -2
> CCC1(c2ccccc2)NC(=O)N(CC(=O)Nc2cccnc2Cl)C1=O (stereo unspecified)
  A: -4	B: 12	C: -2	D: 1	E: 3	F: -3	G: 0	H: -2	I: -2	J: 0

# The listing, from the start:
# Labels used below: A = GC-B act; B = TDP2 inh; C = TCR-CD3 inh; D = LEDGF integ inh; E = PRMT1 FP inh; F = MBD2 DNA inh; G = rCAG binder; H = ABHD4 inh; I = SIAE primary; J = HTRA1 inh
> CC1CCCCN1S(=O)(=O)c1ccc(C(=O)Nc2ccccc2-c2nc3ccccc3s2)cc1 (stereo unspecified)
  A: 2	B: -10	C: 0	D: 2	E: 1	F: 1	G: 3	H: -5	I: -6	J: 0
> Cc1ccccc1-n1c(=O)cc(NCc2ccc3c(c2)OCO3)[nH]c1=O
  A: 2	B: 1	C: -1	D: 3	E: -5	F: 3	G: 4	H: 1	I: 3	J: 3
> COC(=O)c1ccc(/C=C/c2c(-c3ccsc3)sc3ccccc23)cc1
  A: 3	B: 0	C: -9	D: 2	E: 1	F: -1	G: 13	H: -3	I: 1	J: -3
> N#Cc1cccc(NC(=O)OC2CCC23CCC(c2ccccc2)CC3)c1 (stereo unspecified)
  A: -2	B: 3	C: nt	D: 0	E: 3	F: -1	G: 3	H: -34	I: -16	J: nt
> O=C(CSc1nccc(=O)[nH]1)NC1CCCCCCC1
  A: -3	B: 16	C: 4	D: 1	E: 2	F: -2	G: 1	H: 4	I: 2	J: -2
> CCC1(c2ccccc2)NC(=O)N(CC(=O)Nc2cccnc2Cl)C1=O (stereo unspecified)
  A: -4	B: 12	C: -2	D: 1	E: 3	F: -3	G: 0	H: -2	I: -2	J: 0
> C[C@@H]1ON(C)[C@H]2C[C@H]3c4[nH]c5c(-c6cccc(Cl)c6)cccc5c4CCN3C(=O)[C@@H]12
  A: -1	B: -5	C: -3	D: 6	E: 2	F: -2	G: 13	H: 1	I: 7	J: nt
> CC(N=C(NC#N)Nc1ccncc1)C(C)(C)C (stereo unspecified)
  A: -4&7	B: -4&9	C: -3&-9	D: -3&-3	E: -1&0	F: 0&2	G: 2&0	H: -6&-4	I: -4&-1	J: 7&-1
> CCn1c(CNC(=O)COc2ccc(C(C)C)cc2)nnc1SCC(=O)Nc1ccc(F)cc1
  A: 1	B: 0	C: 1	D: 1	E: -3	F: -1	G: -7	H: 1	I: 1	J: 2
> CCOC(=O)N1CCN(S(=O)(=O)N2CCCC(C(=O)NCCCN3CCCCC3CC)C2)CC1 (stereo unspecified)
  A: 2	B: 11	C: -4	D: 0	E: -1	F: 5	G: -6	H: 2	I: 0	J: 3
> COc1cc2nc(Cl)nc(NCCO)c2cc1OC
  A: -2	B: -4	C: 1	D: 5	E: -5	F: 3	G: 0	H: -7	I: 7	J: 6
> Cc1ccc(N2C(=O)CC(Sc3nc4ccccc4o3)C2=O)cc1Cl (stereo unspecified)
  A: nt	B: -4	C: 8	D: 2	E: 50*	F: -2	G: 14	H: -11	I: -8	J: -36
> CC(OC(=O)CCNS(=O)(=O)c1ccc(Cl)cc1)C(=O)N(C)Cc1ccccc1 (stereo unspecified)
  A: 3	B: -2	C: 0	D: -3	E: 1	F: 0	G: -1	H: -1	I: -3	J: 8
> Cc1ccc(C(=O)CSc2nc3ccccc3o2)cc1
  A: 0	B: 5	C: -1	D: 1	E: -3	F: 0	G: 1	H: -10	I: -4	J: -22
> O=C(Nc1ccccc1)/C(=C/c1ccc(O)cc1)NC(=O)c1ccco1
  A: 0	B: 3	C: -4	D: -1	E: 3	F: 1	G: 0	H: 1	I: 7	J: 5
> CCOC(=O)c1c(C)[nH]c(C(=O)COC(=O)CNC(=O)C2CCCCC2)c1C
  A: 1	B: 5	C: 3	D: -1	E: -2	F: -3	G: 1	H: 4	I: 1	J: 1
> Cc1ccc2cc(CN(CCCN(C)C)C(=O)NCc3ccccc3)c(=O)[nH]c2c1C
  A: -1	B: 1	C: -4	D: -2	E: -1	F: -1	G: 4	H: -7	I: 1	J: 0
> CCOC(=O)c1c(NC(NC(=O)C(C)C)C(Cl)(Cl)Cl)sc2c1CCC2 (stereo unspecified)
  A: -13	B: -1	C: 9	D: -1	E: -1	F: -4	G: 2	H: -3	I: -1	J: -26
> Cc1ccc2nc(N(CCCN(C)C)C(=O)CCc3ccccc3)sc2c1
  A: -6	B: -7	C: -4	D: 1	E: 2	F: 1	G: 1	H: 14	I: -2	J: 7
> CN(CC(=O)Nc1ccc(F)c(Cl)c1)S(=O)(=O)c1cccc2nsnc12
  A: -12	B: -6	C: 4	D: 0	E: -1	F: 1	G: 0	H: -7	I: -3	J: -10
> O=C(CN1CCOc2ccccc21)NC1CCCCCCC1
  A: -5	B: -2	C: 0	D: -2	E: 2	F: -6	G: 6	H: 6	I: 5	J: 4
> CCN(CC)C(=O)Cn1cc(C(=O)C(=O)NCCCN2CCOCC2)c2ccccc21
  A: 0	B: 2	C: -2	D: -1	E: -2	F: -5	G: -3	H: -8	I: 0	J: -2
> O=C(Nc1ccc(-c2cn3c(n2)SCC3)cc1)c1ccco1
  A: 0	B: 1	C: -1	D: 0	E: 12	F: -4	G: 2	H: -3	I: 4	J: -3
> C=CCNC(=O)CSc1nc2sc(C)c(C)c2c(=O)[nH]1
  A: 2	B: 6	C: 2	D: -2	E: 1	F: 3	G: 1	H: 3	I: 6	J: 3
> Cc1cccc(OCCCC(=O)NNC(=O)c2ccccn2)c1
  A: -4	B: 6	C: -2	D: 1	E: -3	F: 4	G: 4	H: 16	I: 2	J: 1
> CCOc1cccc(CN2CCC(Oc3ccc(C(=O)N4CCCC4)cc3)CC2)c1
  A: -1	B: 0	C: 9	D: -1	E: -3	F: -1	G: -7	H: 4	I: -1	J: -2
> Cc1ccc(C(=O)O)cc1NC(=O)c1ccc2c(c1)C(=O)N(c1ccc([N+](=O)[O-])cc1)C2=O
  A: 1	B: 1	C: -6	D: 5	E: 6	F: 4	G: 2	H: -2	I: -1	J: -3
> COc1ccc(-n2c(SCC(=O)Nc3cc(C)on3)nc3c([nH]c4ccccc43)c2=O)cc1
  A: 3	B: -3	C: 5	D: 0	E: 2	F: 1	G: 4	H: 3	I: -1	J: -3
> CCC(C)N(C(=O)COc1ccccc1C(=O)NCc1ccccc1)C1CCS(=O)(=O)C1 (stereo unspecified)
  A: -7	B: -13	C: 5	D: 1	E: -3	F: 2	G: -2	H: 0	I: 1	J: -4
> N/C(=N\O)C1COc2ccccc2O1 (stereo unspecified)
  A: 8	B: -3	C: -11	D: -1	E: 2	F: 5	G: 0	H: 4	I: 6	J: -4
> CCCNC(=O)C1CCN(S(=O)(=O)c2ccc3nc4c(c(C(=O)O)c3c2)CCCCC4)CC1
  A: 7	B: -10	C: 8	D: 3	E: -2	F: -4	G: 2	H: 0	I: 1	J: 4
> CCC(C)C(=O)Nc1nnc(SCC(=O)Nc2ccc(F)cc2)s1 (stereo unspecified)
  A: 3	B: 6	C: 9	D: 2	E: -3	F: 1	G: -2	H: -3	I: -5	J: 1
> CCOc1ccc(CCNC(=O)CN2C(=O)COc3ccc(S(=O)(=O)N4CCOCC4)cc32)cc1
  A: 5	B: 14	C: 4	D: 0	E: 1	F: 1	G: -3	H: 4	I: -6	J: 5
> COc1ccccc1-c1nnc(SC)n1C
  A: nt	B: 0	C: -8	D: -1	E: -1	F: -1	G: 1	H: 2	I: -6	J: 3
> O=C1CCC(=O)N1c1ccccc1-c1ccccc1
  A: 5	B: 7	C: 5	D: 0	E: -4	F: -2	G: 2	H: 0	I: -1	J: 8
> Fc1ccc(-n2nnc(-c3ccccc3)n2)cc1
  A: 1	B: 2	C: -5	D: 2	E: -6	F: 4	G: -4	H: -2	I: -6	J: 3
> CCCCn1c(N)c(N(C(=O)CSc2nncn2-c2ccccc2)C2CCCC2)c(=O)[nH]c1=O
  A: 2	B: 8	C: -2	D: 1	E: -1	F: -2	G: -5	H: 2	I: 12	J: -4
> Cc1ccc(N(CC(=O)NC2CCCCC2)C(=O)Cn2nnc(-c3ccc(C)o3)n2)cc1
  A: 0	B: -14	C: 10	D: -3	E: 6	F: 5	G: -4	H: -13	I: -5	J: -25
> COc1ccc(CNC(=O)CN(C(=O)CCC(=O)Nc2nccs2)c2ccc3c(c2)OCO3)cc1
  A: -4	B: -8	C: 5	D: 4	E: -5	F: -5	G: -3	H: 0	I: 1	J: 11
> CCC(C)NC(=O)NC1C(NC(=O)NC(C)CC)N(C)C(=O)N1C (stereo unspecified)
  A: -6	B: -5	C: 4	D: -5	E: 0	F: 1	G: 0	H: -2	I: 4	J: -6
> Cc1cc(NC(=O)C(C)Sc2nnc(NCc3ccco3)s2)no1 (stereo unspecified)
  A: -1	B: -4	C: -5	D: 8	E: 3	F: -5	G: 7	H: 2	I: 1	J: -5
> CC(=O)CSc1nnc(-c2ccncc2)n1C
  A: 7	B: -6	C: -4	D: -3	E: 2	F: -4	G: -2	H: 8	I: -2	J: -4
> COc1ccc(N2CCN(Cc3nc4c(c(=O)n(C)c(=O)n4C)n3Cc3ccccc3C)CC2)cc1
  A: 2	B: -7	C: -4	D: 6	E: 5	F: 5	G: 1	H: -8	I: 7	J: 6

# Not all compounds are listed. The share of hits here may be higher or lower than overall.
